Screening results from PubChem BioAssay.
SIRT5 block: inhibitors of human sirtuin-5 desuccinylase; Q9NXA8; Purified SirT5, succinyl-peptide AMC, trypsin-coupled fluorescence; inhibition, % at 15 µM; 1.1% of 330,000 active; in the data active = inhibition above about 15%; inconclusive = no clear call, values can overlap the other calls
Target sequence (Q9NXA8 whole entry, looked up): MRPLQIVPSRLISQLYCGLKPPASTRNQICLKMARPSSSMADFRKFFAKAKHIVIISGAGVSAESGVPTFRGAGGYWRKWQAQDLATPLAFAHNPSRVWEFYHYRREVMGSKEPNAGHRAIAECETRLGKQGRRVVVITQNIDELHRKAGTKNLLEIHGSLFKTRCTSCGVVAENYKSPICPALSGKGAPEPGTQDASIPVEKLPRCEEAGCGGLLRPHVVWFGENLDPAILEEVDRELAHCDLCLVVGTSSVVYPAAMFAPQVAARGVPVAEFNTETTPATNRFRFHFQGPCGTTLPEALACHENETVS
PglD DTNB: blocks C. jejuni PglD acetyltransferase activity; purified PglD enzyme, DTNB colorimetric CoA detection; inhibition, % at 12.5 µM; 0.098% of 360,000 active; AID 602405; in the data active = inhibition above about 16%, passing the limit was not always enough; inconclusive = no clear call, values can overlap the other calls; note: strong numbers were not always called active
ERp5 block: inhibitors of human ERp5; Q15084; ERp5 insulin aggregation, absorbance 650 nm, 90 min; inhibition, % at 9.99 µM; AID 651711; 0.05% of 350,000 active;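 active = mean replicate inhibition above about 25%, with every replicate also reaching it, limit read from the data, passing the limit was not always enough; inconclusive = only one of those two criteria met; inactive = neither criterion met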
Statin myotox sup: suppressors of simvastatin-induced myotoxicity in C2C12 myotubes; rescue of ATP level, % at 7.49 µM; 0.78% of 330,000 active; ATP luminescence, 48 h; scaled: DMSO 0, geranylgeraniol control 100;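 active = mean ATP rescue above about 67%, or every replicate alone reaching that limit, limit read from the data, passing the limit was not always enough; inconclusive = no clear call, values can overlap the other calls; inactive = mean under the limit and some replicate under it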;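 note: myotubes were challenged with 10 µM simvastatin during compound exposure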
E-selectin induc: induces E-selectin expression in human endothelial cells. P16581. HUVEC E-selectin immunofluorescence imaging; normalized: neutral wells 0, TNF-alpha wells 100. activation, % at 7.58 µM. 0.37% of 260,000 active. AID 686992;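 active = mean E-selectin-positive cell signal at least 10% of the positive control, reached in at least 60% of replicates, without over 20% cell loss; inconclusive = no rule given, readout overlaps actives, possibly toxicity-flagged; inactive = the rest, including those meeting only one limit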;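 note: in these data hits start at about 27%; measured in HUVEC primary endothelial cells; signal is the percent of cells scored E-selectin positive by PE staining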
Target sequence (P16581 whole entry, looked up): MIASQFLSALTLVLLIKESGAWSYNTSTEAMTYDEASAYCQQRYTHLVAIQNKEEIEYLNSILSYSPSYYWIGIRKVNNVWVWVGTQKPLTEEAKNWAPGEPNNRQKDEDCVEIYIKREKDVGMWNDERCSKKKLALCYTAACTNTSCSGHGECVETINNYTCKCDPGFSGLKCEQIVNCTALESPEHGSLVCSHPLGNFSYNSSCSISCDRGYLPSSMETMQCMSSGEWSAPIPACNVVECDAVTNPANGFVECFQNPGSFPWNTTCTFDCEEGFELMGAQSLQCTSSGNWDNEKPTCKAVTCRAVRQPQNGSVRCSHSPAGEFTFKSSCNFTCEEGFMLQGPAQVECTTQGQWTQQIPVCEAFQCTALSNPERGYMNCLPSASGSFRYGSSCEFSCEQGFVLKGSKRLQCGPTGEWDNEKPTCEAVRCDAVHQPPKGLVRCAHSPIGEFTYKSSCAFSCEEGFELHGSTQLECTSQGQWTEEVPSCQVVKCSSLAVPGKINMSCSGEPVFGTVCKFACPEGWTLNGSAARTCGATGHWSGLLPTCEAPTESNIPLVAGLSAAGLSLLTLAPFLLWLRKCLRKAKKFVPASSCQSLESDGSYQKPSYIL
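Read-out basis: % PE-positive cells; Test system: HUVEC primary endothelial cells; Technique: immunofluorescence imaging; Dosing: single-point compound dose.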
S100A4 MyoIIA: S100A4-myosin IIA interaction inhibition; S100A4/TAMRA-MyoIIA peptide fluorescence polarization; inhibition, % at 10.7 µM; 0.14% of 360,000 active; AID 652163; P26447;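 active = mean inhibition of at least 70% across replicates, with every replicate also reaching that level; inconclusive = mean inhibition reaches 70% but some replicates fall short; inactive = mean inhibition below 70%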
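System – human S100A4 monomer protein, biochemical binding assay · Buffer or medium – Calcium-containing HEPES buffer, pH 7.2 · Timing – 5 min between mix addition and reading · Also added – TAMRA-labelled myosin IIA heavy-chain peptide probe, 5 nM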
DENV2 CPE: protects cells from dengue virus 2 cytopathic effect; DENV2-infected cells, cytopathic effect rescue, plate reader; CPE inhibition, % at 9.99 µM; 1.7% of 350,000 active; in the data active = CPE inhibition above about 20%, passing the limit was not always enough; inconclusive = no clear call, values can overlap the other calls; tested in BHK-21 cells;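 note: 0% = median of neutral control wells and 100% = median of positive control wells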
* hit, by the source's call; ? = inconclusive; . = no result given; & = joins results of further samples.

compound	SIRT5 block	PglD DTNB	ERp5 block	Statin myotox sup	E-selectin induc	S100A4 MyoIIA	DENV2 CPE
Cc1cc(C)c(N(C(=O)c2csnn2)C(C(=O)NC2CCCC2)c2ccncc2)c(C)c1 (centres undefined)	-4	-6	-1	-6	.	-5	1
COC(=O)Nc1ccc2ncn(C)c(=O)c2c1	.	.	3	-4	-0.1	1	?
COc1ccc(-c2nn(CCC#N)cc2/C=N/O)cc1	.	.	-1	.	0.1	1	1
COc1ccc(N2CCN(C(=O)COC(=O)c3ccc(Cl)nc3)CC2)cc1	-5	-5	1	3	0.3	-5	-7
CS(=O)(=O)Nc1cccc(NC(=O)c2ccc(-c3ccc(F)c(F)c3)c3ccoc23)c1	-3	2	-3	3	0.1	-13	2
Cc1ccccc1-n1nc(-c2cccnc2)cc1C(=O)NN	1	5	-1	-4	0.1	1	4
COc1ccccc1-c1nnc(C2CCN(S(=O)(=O)c3cccc([N+](=O)[O-])c3)CC2)o1	3	0	1	0	.	-2	0
COc1cccc(C(=O)Nc2ccc3c(c2)C(=O)N(C)C[C@H](OC)[C@@H](C)CN[C@H](C)CO3)c1	8	-3	0	-3	0.0	-1	3
C[C@@H]1CN([C@@H](C)CO)S(=O)(=O)c2ccc(-c3ccccc3)cc2O[C@@H]1CN(C)Cc1cccnc1	.	1	.	-68	-2.3	.	0
COc1ccc(C2=NO[C@@H]3[C@@H]4C[C@@H]([C@H]5C(=O)N(C)C(=O)[C@@H]45)[C@H]23)cc1	-1	.	-9	.	.	3	-6
O=C(C[C@@H]1CC[C@@H](NC(=O)Nc2ccc(C(F)(F)F)cc2)[C@H](CO)O1)NCCN1CCCC1	1	-2	1	-7	0.4	-4	4
CC(C)(C)NC(=O)C(Cc1ccccc1)N1C(=O)c2ccccc2C1=O (centres undefined)	-3	4	2	-9	-0.2	-1	0
Cc1cnc(CNC(=O)c2csc(COCCO)n2)cn1	-8	-1	2	11	8.8	9	-4
O=C(C[C@@H]1CC[C@H]2[C@@H](COC[C@H](O)CN2C(=O)C2CC2)O1)NCc1ccncc1	-4	0	-1	-10	0.0	-4	-1
CCC(=O)N1[C@@H](C#N)[C@@H](c2ccccc2-c2cccc(C)c2)[C@@H]1CO	3	.	1	.	0.2	3	0
COC(=O)c1ccccc1CC1SC(N)=NC1=O (centres undefined)	-2	0	-4	-36	13	0	6
Nc1cc(-c2ccc(Cl)cc2)nn1-c1ccccc1	-2	.	1	-1	0.3	-2	1
Cc1cccc(NC(=O)CN2C(=O)N/C(=C\c3ccc(-c4cccc(C(=O)O)c4)o3)C2=O)c1	2	.	3	13	.	10	-2
O=C(Nc1cc(N2CCOCC2)ncn1)c1ccc(F)cc1	0	.	-1	.	7.9	-7	-1
CCC(=O)N1CC(=O)N2[C@H](CO)[C@@H](c3ccc(C#CC4CCCCC4)cc3)[C@H]2C1	-1	.	2	.	0.1	-7	-4
CCC(=O)N(CCc1ccccc1)Cc1cc2cccc(C)c2[nH]c1=O	0	7	2	-1	0.1	-4	-7
NCC[C@@H]1CC[C@H](NC(=O)NC2CCCCC2)[C@H](CO)O1	10	1	-3	11	-0.2	11	4
CN(C)/C=C/c1c([N+](=O)[O-])c2ccc(O)cc2n1-c1ccccc1	-6	.	0	13	0.2	-34	-4
Cc1ccccc1C(=O)N1CCC(C(=O)N2CCCc3ccccc32)CC1	-1	1	3	11	.	-4	17
CC(C)CCN(C(=O)CCCSc1nc2ccccc2[nH]1)c1c(N)n(Cc2ccccc2)c(=O)[nH]c1=O	3	-4	-2	1	-1.7	-13	-1
Cc1sc2ncnc(N3CCCCC3)c2c1C	15	4	1	-3	.	-4	-17
C[C@H](CO)N1C[C@H](C)[C@@H](CN(C)C(=O)Nc2ccccc2)Oc2cc(Br)ccc2S1(=O)=O	-4&-3	0&2	2&1	10&25	0.0&-0.1	0&-12	12&-1
CN1C(=O)c2ccccc2NC(=O)[C@]12O[C@@H]2c1cccc(O)c1	.	1	2	7	.	-9	18
CC1=C/C(=N\N=C2\NC(=O)C(CC(=O)Nc3ccccc3F)S2)CC(C)(C)C1 (centres undefined)	3	1	3	-12	.	-11	1
C=CCNC(=O)c1onc(CSc2ccc(Cl)cc2)c1C(=O)O	8	3	4	-9	-0.1	-29	0

Ordered by formula weight (smallest number first): part of the list above.
compound	SIRT5 block	PglD DTNB	ERp5 block	Statin myotox sup	E-selectin induc	S100A4 MyoIIA	DENV2 CPE
Nc1cc(-c2ccc(Cl)cc2)nn1-c1ccccc1	-2	.	1	-1	0.3	-2	1
C=CCNC(=O)c1onc(CSc2ccc(Cl)cc2)c1C(=O)O	8	3	4	-9	-0.1	-29	0
CC(C)CCN(C(=O)CCCSc1nc2ccccc2[nH]1)c1c(N)n(Cc2ccccc2)c(=O)[nH]c1=O	3	-4	-2	1	-1.7	-13	-1

Next part:
compound	SIRT5 block	PglD DTNB	ERp5 block	Statin myotox sup	E-selectin induc	S100A4 MyoIIA	DENV2 CPE
COCCNC(=S)N1CCOCC1	-1	7	7	.	-0.1	-1	-2
COc1ccc(NC(=O)Nc2ccc3c(c2)C(=O)N([C@H](C)CO)C[C@H](C)[C@@H](CN(C)C(=O)Nc2c(C)noc2C)OCCCC[C@H](C)O3)cc1	2	0	4	.	-0.4	-5	9
O=C(Nc1cccc2ncccc12)c1ccc([N+](=O)[O-])o1	.	-3	3	31	-0.4	2	-1
CCOC(=O)N1CCN(C(=O)c2ccc(Cl)c(NC(=O)c3cccs3)c2)CC1	-2	-2	-8	10	.	-15	-4
Cc1cccc(OC(C)C(=O)N/N=C\c2ccncc2)c1 (centres undefined)	2	5	3	4	372*	-13	20
COc1ccc(NC(=O)N(C)C[C@H]2OCCCC[C@H](C)Oc3ccc(NC(=O)Nc4ccc(F)cc4)cc3C(=O)N([C@H](C)CO)C[C@@H]2C)cc1	0	-1	-4	.	-0.2	-5	0
COCC(=O)N(C)C[C@@H]1Oc2cc(-c3ccccc3)ccc2S(=O)(=O)N([C@H](C)CO)C[C@H]1C	-5	-1	3	.	1.0	18	-3
COc1cc(Cl)c(C)cc1NC(=O)c1cccc(OC)c1OC	-4	-1	5	-5	.	3	-3
Cc1c(C(=O)NCCN2CCOCC2)oc2ccc(Br)cc12	-2	1	-1	-4	0.2	-3	18
CO[C@H]1CN(C)C(=O)c2ccc(NC(=O)NC(C)C)cc2OC[C@@H](C)N(CC2CC2)C[C@@H]1C	11	1	4	1	0.0	3	-2
COCC(=O)Nc1ccc2c(c1)OC[C@@H](C)N(C(=O)Cc1cccnc1)C[C@@H](C)[C@@H](OC)CN(C)C2=O	-2	3	4	-4	0.0	-3	-5
CCC1(c2ccc(F)cc2)NC(=O)N(CC(=O)Nc2cccnc2Cl)C1=O (centres undefined)	-1	-1	-3	-2	0.1	-4	4
O=C(c1ccccc1)C1CCN(C(=O)c2c(F)cccc2F)CC1	-1	4	1	4	0.7	-1	-2
Cc1cc(C)nc(NS(=O)(=O)c2ccc(NC(=O)c3ccc(S(=O)(=O)N4CCOCC4)cc3)cc2)n1	1	.	-2	.	.	-1	.
COCCn1c(C)cc(C(=O)COc2ncnc3ccc(Br)cc23)c1C	2	-7	-6	-4	0.5	1	-6
CCNC(=O)C[C@@H]1CC[C@H]2[C@@H](COC[C@@H](O)CN2C(=O)c2cc(Cl)cc(Cl)c2)O1	-2	-3	1	16	0.0	-7	-2
C[C@H](CO)N1C[C@H](C)[C@@H](CN(C)Cc2ccc3c(c2)OCO3)Oc2ccc(NC(=O)NC3CCCCC3)cc2C1=O	11	1	3	23	-1.2	8	-5
Fc1ccc2nc(N3CCOCC3)sc2c1	-3	2	-5	12	1.0	-1	-6
N#Cc1cccc(-c2ccc([C@H]3[C@H]4CN(C(=O)Nc5ccccc5)CCCCN4[C@H]3CO)cc2)c1	-3	0	3	.	-0.3	-8	4
Oc1ccc(/C=N/N(c2ccccc2)c2ccccc2)cc1O	0	-1	-5	-4	-1.1	0	-3
CCOC(=O)C1CCCN(c2c(Nc3ccc(OCC)cc3)c(=O)c2=O)C1 (centres undefined)	3	4	2	-35	1.2	-3	-3
COc1ccc(-n2c(-c3ccc(Cl)cc3)n[nH]c2=S)c(OC)c1	.	1	-2	8	0.4	-1	-7
CN1C(=O)c2cc(NC(=O)Nc3ccccc3)ccc2OC[C@H]2O[C@H](CC(=O)O)CC[C@@H]21	6	2	1	7	-0.1	.	-3
O=C(CCC1CCN(C(=O)c2ccccc2Cl)CC1)NCc1ccc(F)cc1	3	-7	-2	4	1.3	4	-4
O=C(O)c1cc2n(n1)C(C(F)(F)F)CC(c1ccco1)N2 (centres undefined)	.	0	.	6	-1.1	.	.
CCN(CC)S(=O)(=O)c1ccc2c(c1)c(=O)c(C(=O)NCc1ccco1)cn2C	-6	.	2	.	3.5	1	6
CCOC(=O)C1CCN(C(=O)Cn2nc(C)n3nc(-c4ccc(OC)cc4)cc3c2=O)CC1	-1	4	5	10	0.0	1	-6
Cc1ccc(-n2ncc3c(NNC(=O)c4ccco4)ncnc32)c(C)c1	-5	-2	5	.	0.5	4	-5
Cc1cc(C)c(C)c(S(=O)(=O)N2CCC(C(=O)NNC(=O)c3ccccc3O)CC2)c1C	0	-1	-1	20	-0.7	3	-3
O=C(O)CCN1C(=O)c2ccc(NC(=O)CCc3ccccc3)cc2C1=O	-9	0	-2	-11	0.2	-2	-5
Cc1ccc(C(=O)Nc2cccc(NC(=O)c3ccc(C)c([N+](=O)[O-])c3)n2)cc1[N+](=O)[O-]	-3	-4	-1	-53	.	-1	-1
O=C(C[C@@H]1C[C@@H]2c3cc(NC(=O)Nc4ccc(C(F)(F)F)cc4)ccc3O[C@@H]2[C@H](CO)O1)NCc1cc(F)ccc1F	-2	1	1	5	5.7	-3	1
CNC(=O)COC(=O)/C=C/c1cccs1	2	-2	-7	1	.	5	-2
O=C(NC[C@@H]1[C@@H](c2ccccc2)[C@H](CO)N1Cc1ccccn1)C1CCC1	.	-1	.	-1	0.0	.	-9
CCOc1cc(/C=C/C(=O)OCC(=O)NCCN2C(=O)CSC2=O)ccc1OCC(C)C	0	2	-6	-13	.	-5	-14

A few values from above.
`O=C(NC[C@@H]1[C@@H](c2ccccc2)[C@H](CO)N1Cc1ccccn1)C1CCC1` @ E-selectin induc: 0.0
`O=C(C[C@@H]1C[C@@H]2c3cc(NC(=O)Nc4ccc(C(F)(F)F)cc4)ccc3O[C@@H]2[C@H](CO)O1)NCc1cc(F)ccc1F` @ DENV2 CPE: 1
`Cc1ccc(C(=O)Nc2cccc(NC(=O)c3ccc(C)c([N+](=O)[O-])c3)n2)cc1[N+](=O)[O-]` @ PglD DTNB: -4
`CNC(=O)COC(=O)/C=C/c1cccs1` @ PglD DTNB: -2

Only part of the results is shown, so the mix of outcomes need not match the whole.
